Screening data from PubChem BioAssay.
TrxR1 substrate = is turned over as a substrate by rat TrxR1 | purified TrxR1 substrate turnover, NADPH consumption readout | AID 588456 | actives 0.01% (n = 390,000) | Potency, µM (doses to about 114 µM), inactives show at the highest dose activity change, negative = substrate turnover; further: potency means the concentration at half of the fitted maximal effect; on the % scale 0 is the no-effect control and ±100 the full control effect; nearly all actives have a fitted effect of over 50% in size
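Rat TrxR1, dispensed at 90 nM, was prereduced with 400 uM NADPH (final) for 5 min at ~22 deg C, then incubated with compound 15 min before 400 uM selenite. A first-read NADPH fluorescence drop versus no-compound background flagged substrates.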
IDH1 R132H inh = blocks human mutant IDH1 R132H enzyme; O75874; IDH1-R132H enzyme, NADPH consumption, diaphorase/resazurin fluorescence; Potency, µM (series often up to 76.6 µM), without a hit: at the top dose activity change, negative = inhibition, usual class: inhibitors; actives 0.093% (n = 390,000); further: potency means the concentration at half of the fitted maximal effect; on the % scale 0 is the no-effect control and ±100 the full control effect; nearly all actives have a fitted effect of over 65% in size
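IDH1-R132H (0.5 ug/mL dispensed) in pH 7.5 Tris buffer was preincubated 30 min with compound, then given a substrate mix of 0.016 mM NADPH and 2 mM alpha-KG for 80 min at room temperature; remaining NADPH was read by diaphorase/resazurin fluorescence.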
Vif-A3G inh = blocks the Vif interaction with human APOBEC3G | Q9HC16 | HeLa A3G-eYFP + Vif (tagged APOBEC3G with the HIV-1 protein that degrades it), YFP fluorescence, overnight | Potency, µM (titrated, usually from 46.1 µM), without a hit: top-dose activity, negative = active, actives largely listed as inhibitors | actives 0.076% (n = 410,000) | AID 602310;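 further: potency means the concentration at half of the fitted maximal effect; on the % scale 0 is the no-effect control and ±100 the full control effect; nearly all actives have a fitted effect of over 60% in size; hits raise eYFP signal because A3G escapes Vif-driven loss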
Target sequence (Q9HC16 whole entry, looked up): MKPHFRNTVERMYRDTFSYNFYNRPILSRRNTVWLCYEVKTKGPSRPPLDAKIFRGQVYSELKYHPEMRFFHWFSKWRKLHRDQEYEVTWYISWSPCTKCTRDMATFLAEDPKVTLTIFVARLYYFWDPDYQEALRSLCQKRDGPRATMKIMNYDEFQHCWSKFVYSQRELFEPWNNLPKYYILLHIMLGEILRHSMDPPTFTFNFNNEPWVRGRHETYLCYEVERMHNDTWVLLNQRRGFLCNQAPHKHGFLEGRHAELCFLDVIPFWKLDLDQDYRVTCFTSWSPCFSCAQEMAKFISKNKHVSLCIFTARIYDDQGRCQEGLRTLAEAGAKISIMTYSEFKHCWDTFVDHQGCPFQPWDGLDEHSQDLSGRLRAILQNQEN
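Read-out is eYFP fluorescence (Ex 488/Em 500-530) from Vif-expressing HeLa A3G-eYFP cells; more signal means A3G escaped Vif-mediated degradation. Cells plated overnight, compound pinned in, incubated overnight at 37 deg C.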
USP1-UAF1 inh = USP1/UAF1 (human) deubiquitinase inhibition. O94782. recombinant USP1/UAF1, Ub-Rhodamine cleavage fluorescence. Potency, µM (series often up to 57.1 µM), for the others: top-dose activity change, negative = inhibition, usual class: inhibitors. actives 0.23% (n = 390,000). AID 743255; further: potency means the concentration at half of the fitted maximal effect; on the % scale 0 is the no-effect control and ±100 the full control effect; nearly all actives have a fitted effect of over 60% in size; inactives centre near -12
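In this screen, compounds sit with the deubiquitinase complex (1nM) for 15 min at room temperature before Ub-Rho is added at 150nM final. Fluorescence rise is then followed for 6 reads every 60 seconds.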
Glioma ERSR ind = induces the endoplasmic reticulum stress response in human glioma cells; U87-MG GRP78 promoter luciferase reporter, 16 h; Potency, µM, for the others: at the top dose activation, actives largely listed as activators; actives 0.02% (n = 420,000); AID 602332; further: potency means the concentration at half of the fitted maximal effect; series mostly up to about 76 µM; % of control where 0% means no effect; nearly all actives have a fitted effect of over 35% in size
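ERSR induction read as luciferase luminescence (Bright-Glo, 10 min at room temperature) in stably transfected human U87-MG glioma cells exposed to compounds for 16 h, using GRP78 as sensor.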
Vif-APOBEC3F blk = inhibitors of Vif-A3F interaction; HeLa A3F-eYFP + Vif (tagged APOBEC3F with the HIV-1 protein that degrades it), YFP fluorescence increase; Potency, µM (titrated, usually from 46.1 µM), for inactives: top-dose activity, negative = active; actives 0.2% (n = 390,000); AID 602313; further: potency means the concentration at half of the fitted maximal effect; % of control where 0% means no effect; nearly all actives have a fitted effect of over 65% in size
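HeLa cells stably expressing Vif plus C-terminally eYFP-tagged A3F were seeded, incubated overnight at 37 deg C, dosed with compound, incubated overnight again at 37 deg C. Yellow fluorescence (Ex 488/Em 500-530) reported blocked Vif-mediated A3F-eYFP degradation.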
PI4K2A block = blocks human PI4K2A kinase activity; purified PI4K2A, ADP-Glo luminescence, 1 h; hits give low values; Q9BTU6; AID 1346378; actives 0.13% (n = 420,000); activity change, negative = inhibition, % at 76.9 µM; in the data active means activity change below about -50%; inconclusive means mostly about -30% to -49%;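 further: -100% = wells without enzyme as full effect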
Target sequence (Q9BTU6 whole entry, looked up): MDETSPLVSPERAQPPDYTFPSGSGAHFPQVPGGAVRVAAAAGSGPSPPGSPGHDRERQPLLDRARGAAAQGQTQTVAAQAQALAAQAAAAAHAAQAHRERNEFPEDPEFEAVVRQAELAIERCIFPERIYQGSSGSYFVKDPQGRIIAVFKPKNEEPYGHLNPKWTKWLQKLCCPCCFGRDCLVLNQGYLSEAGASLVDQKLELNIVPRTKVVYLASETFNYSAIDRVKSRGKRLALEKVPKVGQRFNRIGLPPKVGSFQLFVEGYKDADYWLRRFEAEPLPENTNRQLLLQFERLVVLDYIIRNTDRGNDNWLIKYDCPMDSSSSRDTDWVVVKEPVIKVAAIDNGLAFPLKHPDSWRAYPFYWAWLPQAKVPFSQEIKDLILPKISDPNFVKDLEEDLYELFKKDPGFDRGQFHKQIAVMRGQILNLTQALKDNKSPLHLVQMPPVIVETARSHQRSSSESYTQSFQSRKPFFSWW
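PI4K2A activity was measured by ADP-Glo luminescence: enzyme (4 ug/mL stock) and phosphatidylinositol (1.2 mM stock) in Tris pH 7.5/MgCl2/EGTA/Triton X-100 buffer were reacted with ATP (300 microM stock) for one hour at ambient temperature.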
LDHA inh = blocks human lactate dehydrogenase A | P00338 | purified LDHA, NADH/diaphorase-resazurin fluorescence; hits give low values | activity change, % (values are at about 110 or 230 µM) | actives 0.15% (n = 480,000); in the data active means activity change below about -30%; inconclusive means mostly about -25% to -30%;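 further: plate controls were DMSO wells for no effect and wells without enzyme for full effect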
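Enzyme activity of human lactate dehydrogenase 5 (2 nM; 0.06 mM NADH, 0.2 mM pyruvate, 5 min, RT) is measured via a resazurin/diaphorase fluorescence readout of residual NADH.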
RXFP1 agonist = agonists of human relaxin receptor RXFP1; HEK293T-RXFP1 cAMP TR-FRET, 30 min; response scale: percent of porcine relaxin response, buffer zero; Potency, µM (top dose mostly 57.5 µM), for the others: top-dose activation, most hits filed as activators; actives 0.3% (n = 370,000); AID 2676; further: potency means the concentration at half of the fitted maximal effect; on the % scale 0 is the no-effect control and ±100 the full control effect; nearly all actives have a fitted effect of over 60% in size; many of its hits are not listed in these tables
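HEK293T cells stably expressing RXFP1 were pretreated with the PDE4 inhibitor Ro 20174, exposed to compounds for 30 min at 37C, lysed, and cAMP was read by TR-FRET. Data normalized to buffer (basal) and 29 nM porcine relaxin (100%).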
The depositor's hits bear a star; ? = inconclusive; . = no result given; & = joins results of further samples; [ ] = another dose, or the depositor's remark. Unless noted, the call rests on the fitted dose curve; in most records, active means well fitted curve in the direction sought with a large enough effect; inconclusive means small, poorly fitted or top-dose-only effect, or another doubt; inactive means no such curve, though single readings can be large; an effect the other way counts as inactive or inconclusive.

SMILES	TrxR1 substrate	IDH1 R132H inh	Vif-A3G inh	USP1-UAF1 inh	Glioma ERSR ind	Vif-APOBEC3F blk	PI4K2A block	LDHA inh	RXFP1 agonist
CCOc1ccccc1CNC(=O)CCCc1cn(C)c2ccccc12	10.2%	-2.9%	-1.4%	-24.2%	2.5%	1.7%	0.4	0.6	4.7%
O=C(NCc1cccnc1)Nc1ccccc1F	-2.2%	2.8%	3.9%	-10.4%	-0.6%	1.2%	1.2	-0.9	1.8%
Cc1ccccc1Cn1c(NC2CCCC2)nc2c1c(=O)[nH]c(=O)n2C	-15.3%	6.6%	-1.1%	-13.7%	-2.1%	5.0%	-2.0	-8.9&-5.1	0.2%
O=C(O)CCc1cccnc1	-6.5%[57.1 µM]	-0.8%	1.2%&0.9%	-19.0%	-4.2%&0.5%	2.2%	3.0	-2.6	4.1%
Nc1nc(=S)n(-c2ccccc2)[nH]1	6.4%[57.1 µM]	-1.5%	1.9%	-18.4%	2.8%	-25.9%	0.3	-8.0	0.6%
CCOc1ccccc1NC(=S)N1CCC(NC(=O)c2ccco2)CC1	0.6%[57.1 µM]	-1.0%	2.3%	-11.4%	5.8%	10.2%	-0.4	-6.6	1.5%
O=C(c1ccccc1NS(=O)(=O)c1ccccc1[N+](=O)[O-])N1CCOCC1	-15.4%	5.6%	0.4%	-0.6%	-3.3%	1.7%	0.6	-6.5	-2.0%
Cc1c(O)cnc2nn(-c3ccccc3)c(=N)n12	.	.	0.3%	.	-0.4%	.	11.6	-9.5	.
COc1ccc(-c2ccc(-c3noc(-c4cccc(OC)c4)n3)c(OC)n2)cc1	31.7%	-4.7%	2.5%	-14.2%	-3.8%	-1.6%	-1.4	1.1	3.3%
NC(=O)c1ccc(-n2nnnc2Oc2ccc(Br)cc2)cc1	-6.5%[57.1 µM]	-4.9%	0.6%	-4.8%	4.7%	-1.8%	0.1	-3.8	-3.0%
CC(C)(C)SCCNC(=O)CN(c1ccccc1)S(=O)(=O)c1ccccc1	-0.2%	0.8%	2.1%	-17.5%	-4.2%	0.5%	1.3	-9.1	0.0%
COc1cccc(NC(=O)Cn2cc(C(=O)c3ccc(C)cc3)c(=O)c3cc(OC)ccc32)c1	-9.0%	-14.3%	-3.4%	-26.5%	1.9%	6.9%	1.1	-2.0	0.4%
COc1ccc(CCNC(=O)CCSc2nc(-c3ccco3)cc(C(F)(F)F)n2)cc1OC	16.1%[57.1 µM]	-0.5%	-2.5%	-14.2%	-3.7%	4.5%	5.5	-4.9	2.9%
CC(=O)Nc1cc(-c2cccc(CO)c2)cn2c(-c3ccc(C(C)=O)cc3)cnc12	.	.	-6.0%	.	2.5%	.	0.4	1.4	.
O=C(NCCc1ccccc1)C1CCN(C(=O)c2ccc(F)cc2)CC1	-7.4%	-5.0%	2.0%	-21.0%	0.0%	-4.9%	-1.4	-1.2	2.0%
O=C(Cc1ccccc1)N(Cc1cccnc1)c1nc2c(F)cccc2s1	1.6%[57.1 µM]	6.8%	-5.2%	17.3%	-0.6%	1.1%	-4.2	-4.4	2.6%
Cc1cccc(N(C)S(=O)(=O)c2nnc(NC(=O)c3ccco3)s2)c1	5.4%	10.0%	-6.5%	-29.1%	-1.6%	?	-1.8	-6.0	4.3%
O=C(Nc1ccccc1C(=O)NCc1cccnc1)c1ccccc1Cl	-9.2%	1.9%	0.7%	-12.3%	-2.9%	4.8%	0.5	-1.6	0.9%
COc1ccc(CN(C)Cc2nc3cc(OC)c(OC)cc3c(=O)[nH]2)c(OC)c1	-3.4%	-13.7%	-0.6%	-9.1%	-2.2%	-8.2%	0.0	0.6	-2.3%
CS(=O)(=O)c1ccc(-c2cccc(NC(=O)c3ccc4c(c3)OCO4)c2)nn1	.	3.0%	1.9%	-24.3%	-2.5%	1.6%	-3.6	1.8	.
Cc1ccc2c(c1)c1c(c(=O)n(-c3ccccc3)c(=O)n1CC(=O)N1CCCC1)n2C	88.6%[activator][57.1 µM]	-1.9%	-3.5%	3.2%	-0.1%	-0.9%	5.1	-4.9	3.5%
Cc1ccc(CNC(=O)c2ccc(Cn3c(SCc4ccccc4F)nc4cccnc43)cc2)cc1	16.9%	11.8%	-3.6%	-21.3%	1.3%	-1.7%	-7.0	1.9	4.6%
Cc1ccc(NC(=O)Cc2cn3ccsc3n2)nc1	-8.0%	5.4%	0.9%	-25.6%	-6.0%	-5.1%	-13.6	-0.6	-1.8%
Cc1cccc(CCNS(=O)(=O)c2cnc[nH]2)c1	8.0%[11.4 µM]	0.6%	-1.7%	-0.1%	-1.8%	5.5%	-5.8	-5.8	0.3%
Cc1ccc2cccc(Oc3cnccn3)c2n1	2.1%	2.1%	-0.1%	1.8%	-0.6%	-0.2%	-4.1	-4.2	-0.4%

Three compounds out of the list above, ordered by their value in PI4K2A block, rising.
| Molecule | PI4K2A block |
| --- | --- |
| Cc1cccc(CCNS(=O)(=O)c2cnc[nH]2)c1 | -5.8 |
| COc1ccc(CN(C)Cc2nc3cc(OC)c(OC)cc3c(=O)[nH]2)c(OC)c1 | 0.0 |
| CC(C)(C)SCCNC(=O)CN(c1ccccc1)S(=O)(=O)c1ccccc1 | 1.3 |

Continued.
SMILES	TrxR1 substrate	IDH1 R132H inh	Vif-A3G inh	USP1-UAF1 inh	Glioma ERSR ind	Vif-APOBEC3F blk	PI4K2A block	LDHA inh	RXFP1 agonist
CCn1c(SCC(=O)NC(=O)NCc2ccco2)nc2sc(C)c(C)c2c1=O	-4.2%	-1.5%	-24.4%	-2.9%	-1.9%	.	-11.0	-1.0	-2.8%
O=C(COC(=O)CNC(=O)c1ccc(Cl)c([N+](=O)[O-])c1)NC(=O)CN1CCCC1=O	-4.4%	0.6%	4.0%	-8.5%	-4.7%	5.1%	2.8	-1.2	0.2%
C=CCNC(=O)c1ccccc1NC(=O)COc1ccc(OC)cc1	-1.2%	1.6%	-5.0%	-13.1%	-3.6%	0.2%	3.6	-7.0	-0.9%
Cc1ccccc1-c1nc(CS(=O)(=O)CC(=O)NCc2ccco2)c(C)o1	6.1%	1.7%	0.4%	-22.4%	-3.7%	3.1%	-2.3	0.5	-2.6%
O=C(CN(c1ccc(F)cc1)S(=O)(=O)c1ccccc1)NC1CC2CCC1C2 (configuration not stated)	-18.6%	-17.8%	1.1%	-14.5%	-4.2%	-8.0%	-2.9	-2.7	2.3%
O=C(Cn1c(=O)nc(-c2ccccc2)c2ccccc21)N1CCN(c2ccc(F)cc2)CC1	0.7%[57.1 µM]	-20.6%	4.8%	-19.4%	-2.6%	-4.8%	1.5	-2.9	0.8%
CCc1ccc(NC(=O)Nn2cnnc2)cc1	-5.7%	-8.1%	1.0%	-20.4%	11.1%	2.1%	0.5	-9.4	5.8%
CC1CCC(NC(=O)CN(C)S(=O)(=O)c2ccc3c(c2)CCC(=O)N3)CC1 (configuration not stated)	-3.6%	0.0%	0.4%	-16.0%	-3.2%	-3.9%	5.5	-10.7	-0.3%
CCc1ccccc1NS(=O)(=O)c1c(C(=O)N2CCCCCC2)c(C)n(C)c1C	-3.0%	-4.5%	0.5%	-12.8%	-5.0%	3.1%	2.9	-1.9	-3.1%
NC(=S)Nc1ccc2c(c1)OCO2	4.1%	-3.6%	-7.5%	-17.5%	-1.2%	-11.7%	-4.0	-2.3	0.7%
O=C(Nc1ccc(Br)cc1)c1cc(S(=O)(=O)NC2CCCC2)ccc1F	-6.3%[57.1 µM]	0.0%	-3.9%	-21.1%	-3.3%	-5.2%	1.0	-6.7	-0.8%
CCOC(=O)C1CCN(C(=O)COC(=O)c2nc3nc(C)cc(C)n3n2)CC1	-3.3%	-3.1%	-1.0%	-2.4%	-3.6%	-1.9%	-6.9	-6.7	2.9%
Cn1c(N)c(C(=O)COC(=O)/C=C/c2cccc(Br)c2)c(=O)n(C)c1=O	-7.0%	-9.6%	2.7%	-5.5%	-2.4%	-0.6%	-4.8	-10.6	2.0%
O=C(O)CCC/C=C\C[C@@H]1[C@@H](/C=C/[C@@H](O)COc2cccc(Cl)c2)[C@H](O)C[C@@H]1O	7.1%	-9.4%	-1.0%	-10.3%	-4.3%&0.5%&-2.6%&-2.3%&-0.4%	-1.5%	-0.5	-4.4	3.8%
CCCN1C(=O)/C(=C\c2nc3ccccc3c(=O)[nH]2)c2ccccc21	3.1%[57.1 µM]	1.0%	-1.4%	-11.3%	-2.7%	-2.1%	0.9	0.7	-0.2%
O=C(NCC1CC1)c1cccc2c(-c3ccc(F)c(F)c3)coc12	.	.	0.3%	.	-2.4%	.	-3.3	-10.2	.
C[C@@H](O)C1NC(=O)[C@H](CCCCN)NC(=O)c2cc([N+](=O)[O-])cc(F)c2NCCCC[C@@H](C(N)=O)NC1=O (some centres not stated)	-1.6%[57.1 µM]	2.7%	-2.6%	-8.9%	-4.0%	-7.0%	-0.9	1.9	2.6%
Cc1cccc(C)c1C(O)c1ncc(-c2cccc3ccccc23)[nH]1 (configuration not stated)	.	.	-4.8%	.	-3.9%	.	0.6	-7.6	.
Cc1c(NC(=O)c2ccc(S(=O)(=O)N(C)C)cc2)cccc1-n1cnnn1	4.4%	-2.3%	-0.1%	-15.9%	2.6%	6.1%	-6.6	1.9	1.0%

An excerpt; rates above refer to the full screens.
